sEH inh: soluble epoxide hydrolase inhibitors, primary screen, biochemical, human sEH; inhibition, % at 2 µM; recombinant human sEH enzymatic activity assay; 0.34% of 91,000 active; AID 707, 2007; in the data active = inhibition above about 80%; also: values of inactives mirror those of a sister screen read the other way; many of its hits are not listed in these tables
Target sequence (P34913 whole entry, looked up): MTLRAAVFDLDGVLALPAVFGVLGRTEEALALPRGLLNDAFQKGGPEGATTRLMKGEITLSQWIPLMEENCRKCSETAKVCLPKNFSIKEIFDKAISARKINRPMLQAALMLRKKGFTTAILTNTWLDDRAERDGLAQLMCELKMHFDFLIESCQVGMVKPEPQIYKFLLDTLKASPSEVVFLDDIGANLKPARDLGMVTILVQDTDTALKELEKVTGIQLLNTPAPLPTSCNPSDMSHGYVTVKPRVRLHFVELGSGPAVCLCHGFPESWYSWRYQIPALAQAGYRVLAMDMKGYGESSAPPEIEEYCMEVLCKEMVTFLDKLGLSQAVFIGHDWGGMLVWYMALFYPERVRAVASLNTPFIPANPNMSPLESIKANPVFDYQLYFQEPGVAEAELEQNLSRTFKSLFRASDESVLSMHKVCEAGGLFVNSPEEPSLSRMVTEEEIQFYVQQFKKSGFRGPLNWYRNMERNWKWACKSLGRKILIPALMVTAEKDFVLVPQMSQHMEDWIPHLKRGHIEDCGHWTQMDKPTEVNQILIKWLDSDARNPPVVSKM
S1P2 ag: S1P2 receptor agonists, primary screen, cell-based; S1P2-expressing cell line, agonist reporter read-out; Sphingosine 1-phosphate receptor 2 (Homo sapiens), O95136; activation, % at 4.5 µM; AID 729, 2007; 0.46% of 97,000 active; in the data active = activation above about 16%;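 also: 0% = vehicle low control and 100% = maximal reference agonist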
Target sequence (O95136 whole entry, looked up): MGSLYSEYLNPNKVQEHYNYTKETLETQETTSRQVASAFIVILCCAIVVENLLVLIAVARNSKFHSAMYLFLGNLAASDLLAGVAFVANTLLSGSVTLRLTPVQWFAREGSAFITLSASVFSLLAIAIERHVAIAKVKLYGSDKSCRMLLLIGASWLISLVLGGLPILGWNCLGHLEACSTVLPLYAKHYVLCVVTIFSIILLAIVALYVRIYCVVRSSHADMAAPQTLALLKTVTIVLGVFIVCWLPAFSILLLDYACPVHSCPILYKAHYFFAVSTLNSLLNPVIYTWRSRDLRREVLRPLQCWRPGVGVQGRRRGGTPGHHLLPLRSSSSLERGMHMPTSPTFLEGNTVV
S1P2 blocker: human S1P2 receptor antagonists, primary screen, cell-based. Sphingosine 1-phosphate receptor 2 (Homo sapiens), O95136. cell-based S1P2 antagonist assay, inhibition at 5 uM. inhibition, % at 5 µM. 0.21% of 97,000 active. AID 736, 2007; in the data active = inhibition above about 45%;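 also: CRE beta-lactamase reporter cells expressing human S1P2 stimulated with S1P; 0% = agonist at EC80 alone and 100% = agonist plus reference antagonist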
sEH activator: soluble epoxide hydrolase activators, primary screen, biochemical, human sEH. Bifunctional epoxide hydrolase 2 (Homo sapiens), P34913. 0.04% of 91,000 active. AID 717, 2007. purified human sEH enzymatic activity, activator screen. activation, % at 2 µM; in the data active = activation above about 37%; also: values of inactives mirror those of a sister screen read the other way
Fibroblast inh: antiproliferative effect on LL 47 fibroblasts – human, LL 47 cells, CellTiter-Glo luminescence, primary screen; LL 47 human lung fibroblast viability, ATP luminescence; stronger effect = lower value; viability, % at 10 µM; 1.1% of 85,000 active; AID 719, 2007;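 active = viability at or below 50% in the single dose screen; inactive = viability above 50%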;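 also: compound exposure lasted 72 h before the ATP readout; 100% = median luminescence of untreated cell-only wells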
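material = human LL 47 lung fibroblast cells | dosing = compounds added from tenfold dosing solution, 0.1% DMSO final | timing = overnight cell rest, 72 h compound treatment at 37 °C | measured by = CellTiter-Glo luminescence measuring cellular ATP | evaluation = % viability versus median cells-only luminescence | control set = cell-only wells, no compound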
LYP act: LYP phosphatase activators, primary screen, biochemical, DiFMUP fluorescence, 2 µM. activation, % at 2 µM. recombinant LYP; 0 = plate median, 100 = signal doubled. 0.11% of 96,000 active;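 active = activation at 2 µM above a set limit, the mean plus 5 SD, cut at about 37% in these data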
HUVEC prolif 384: inhibitors of HUVEC proliferation, primary screen, cell-based, 384-well. CellTiter-Glo luminescence, 72 h; stronger effect = lower value. viability, % at 10 µM (by protocol). 1.1% of 86,000 active;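 active = viability at or below 30%; inactive = viability above 30%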;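 also: 100% = median luminescence of DMSO-only cell control wells on each plate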
PostGolgi ctrl: growth inhibition of yeast control strain, primary screen, counter-screen for post-Golgi transport modulator project; efflux-deficient yeast background strain, growth absorbance A615, 16 h; inhibition, % at 10 µM; 5% of 98,000 active; AID 738, 2007; in the data active = inhibition above about 30%
H69AR inhibit: proliferation blockers of H69AR lung cancer cells, primary screen, cell-based, human, 86K library; H69AR lung tumor viability, ATP luminescence, 72 h; stronger effect = lower value; viability, % at 10 µM; AID 598, 2007; 6% of 85,000 active;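 active = viability at or below 40%; inactive = viability above 40%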;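 also: multidrug resistant small cell line overexpressing MRP-1 efflux transporter; 100% = mean luminescence of untreated control wells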
* = called active by the depositor; . = not tested or not shown; & = joins results of further samples. Some of the compounds tested; the hit share may differ from the screen's.

SMILES	sEH inh	S1P2 ag	S1P2 blocker	sEH activator	Fibroblast inh	LYP act	HUVEC prolif 384	PostGolgi ctrl	H69AR inhibit
CC1(C)CC(=O)C=C(N=CC2=C(O)CC(C)(C)CC2=O)C1	4	-6	21	-4	98	-2	93	0	89
Cc1ccc(-c2nnn(CC(=O)N(Cc3ccco3)C(C(=O)NC(C)(C)C)c3cccs3)n2)o1 (configuration not stated)	8	-7	0	-8	101	8	109	11	69
CCCn1c(SCC(=O)Nc2ccccc2C(=O)OC)nc2c1c(=O)n(C)c(=O)n2C	-2	-7	-15	6	99	-2	105	15	62
Cn1c(CNc2nc(-c3ccccc3)cs2)nnc1SCC(=O)N1CCc2ccccc21	14	-5	8	-9	96	-17	79	-1	95
COc1ccc(S(=O)(=O)N2N=C(C)Oc3ccccc3C2=O)cc1	-4	-2	16	3	47*	6	58	1	16*
CCOc1ccc(-n2c(SCC(=O)Nc3ccc(OC)cc3OC)nc3c(c2=O)SCC3)cc1	2	-8	-10	-4	94	0	100	20	77
CCCCCC(=O)OC(CN1CCCCC1)CN1CCCC1=O (configuration not stated)	5	-5	5	-5	.	-5	.	-3	.
CN(C)Cc1c(O)ccc2oc(Cc3ccccc3)cc12	3	-11	11	-2	87	21	85	9	79
O=C(COc1ccccc1-c1ccccc1)Nc1ccc(S(=O)(=O)NCc2ccco2)cc1	13	-4	14	-14	.	0	.	2	.
CCOC(=O)Nc1cc(C)c(Cl)cc1OC	3	-5	9	-3	92	13	96	38*	99
Cn1c(=O)c2c(SCC(=O)N3CCOCC3)nc(CC(C)(C)C)nc2n(C)c1=O	9	-3	9	-12	35*	3	45	19	24*
C1CCC(C23CC4CC(CC(C4)C2)C3)NC1 (configuration not stated)	6	-1	-11	-6	98	10	90	.	96
Cc1cc(=O)n2c(c1C#N)SC1CCCCC12O (configuration not stated)	-1	-3	2	2	101	-1	84	-1	92
COc1cc(-c2nnc(SCC#CCO)o2)cc(OC)c1OC	.	-2	6	.	101	-7	96	8	66
COc1ccc(-c2noc(Cc3ccccc3OC)n2)cc1	-4	-2	-1	6	107	1	117	4	104
CCOC(=O)c1c(C)cccc1OCC(N)=O	7	-9	11	-4	106	4	88	7	.
COCCn1nnnc1C(c1ccc2ncccc2c1)N1CCN(c2ccccc2F)CC1 (configuration not stated)	.	-2	14	.	95	-2	96	29	83
N#C/C(=C/N1CCOCC1)c1ccccc1	-20	-7	7	17	105	7	107	-1	96
Cc1ccc(C(C(=O)NC2CCCCC2)N(C(=O)c2csnn2)C2CC2)o1 (configuration not stated)	-11	-2	8	10	93	-2	95	9	96
COc1ccccc1NC(=O)CSc1nnc(-c2ccccc2)o1	.	0	14	.	85	.	92	17	107
COc1cccc(NC(=O)COC(=O)c2ccco2)c1	0	-1	3	-2	95	1	89	22	86
Cc1ccc(-n2c3c(c(=O)[nH]c2=S)C(C(F)(F)F)(C(F)(F)F)NC(=O)N3)cc1	4	-1	-1	-4	100	17	90	4	101
COC(Cc1nnc(SC)n1-c1ccc(Cl)cc1)OC	0	-4	18	3	.	9	.	-10	.
CCN1CCC(NC(=O)c2cc(OC)c(OC)cc2OC)CC1	9	-9	3	-5	104	-5	94	9	95
COCCNC(=O)C(OC(=O)c1cccs1)c1ccccc1 (configuration not stated)	5	-16	18	-4	103	-2	95	10	91

Two entries drawn at random from the list so far:
SMILES	sEH inh	S1P2 ag	S1P2 blocker	sEH activator	Fibroblast inh	LYP act	HUVEC prolif 384	PostGolgi ctrl	H69AR inhibit
CN(C)Cc1c(O)ccc2oc(Cc3ccccc3)cc12	3	-11	11	-2	87	21	85	9	79
O=C(COc1ccccc1-c1ccccc1)Nc1ccc(S(=O)(=O)NCc2ccco2)cc1	13	-4	14	-14	.	0	.	2	.

Structures from the list above with a tert-butyl group, in the order listed:
SMILES	sEH inh	S1P2 ag	S1P2 blocker	sEH activator	Fibroblast inh	LYP act	HUVEC prolif 384	PostGolgi ctrl	H69AR inhibit
Cc1ccc(-c2nnn(CC(=O)N(Cc3ccco3)C(C(=O)NC(C)(C)C)c3cccs3)n2)o1 (configuration not stated)	8	-7	0	-8	101	8	109	11	69
Cn1c(=O)c2c(SCC(=O)N3CCOCC3)nc(CC(C)(C)C)nc2n(C)c1=O	9	-3	9	-12	35*	3	45	19	24*

Remaining list, next part.
SMILES	sEH inh	S1P2 ag	S1P2 blocker	sEH activator	Fibroblast inh	LYP act	HUVEC prolif 384	PostGolgi ctrl	H69AR inhibit
C1CCCN(CCCCN2CCCCCC2)CC1	3	0	-7	-1	105	4	108	1	93
CCn1c(SCC(=O)N2CCN(c3ccc(F)cc3)CC2)nc2ccccc2c1=O	8	-3	12	-10	86	-9	71	37*	82
O=C(Oc1cccnc1)c1cccc(Cl)c1	3	-5	5	-5	95	-4	93	-2	99
O=C(CCCCCN1C(=O)c2ccccc2C1=O)NCCc1nc2ccccc2[nH]1	-8	-1	26	8	99	-3	90	-4	92
COC(=O)c1ccc(-c2nn(C)c(=O)c3ccccc23)cc1	11	-6	1	-12	106	-2	103	0	87
CCOC(=O)C1=C(C)NC(=O)C(C(N)=O)C12CCCC2 (configuration not stated)	1	-5	0	0	104	-4	107	7	107
Cc1cc(C)cc(N(C(=O)c2ccc3c(c2)OCO3)C2C=CS(=O)(=O)C2)c1 (configuration not stated)	-4	-7	3	5	103	7	83	-2	77
CCOC(=O)c1[nH]c2ccccc2c1NC(=O)c1ccc2c(c1)OCO2	0	-4	-7	3	78	8	81	8	22*
COc1ccc(C(=O)c2c[nH]c(C(=O)NCc3cccs3)c2)cc1	6	1	-2	-5	.	3	.	0	.
CCN(CC)c1nc(-c2ccccc2)cc(C(F)(F)F)c1C#N	-28	24*	-34	31	.	8	.	14	.
Cc1ccc(CNC(=O)C(OC(=O)c2ccco2)C(C)C)cc1 (configuration not stated)	.	.	.	.	95	.	96	-4	94
COc1ccc(N/C=C(/C(C)=O)c2ccccc2)cc1	6	-7	2	-4	.	0	.	0	.
CCCCNC(=O)CN(c1cccc(F)c1)S(C)(=O)=O	-11	-6	-2	12	96	-3	86	.	107
O=C(NCc1ccc2c(c1)OCO2)C1(S(=O)(=O)c2ccccc2)CC1	-3	-4	-12	1	93	3	97	.	95
Oc1cccc(-c2nc3ccccc3s2)c1	-10	-7	2	11	91	-1	77	0	47
CC(NC(=O)c1nn(C)c(=O)c2ccccc12)c1ccc(F)cc1 (configuration not stated)	.	-4	11	.	102	-6	100	11	86
COc1cccc(C2=N/C(=C\N(C)C)C(=O)O2)c1	3	-2	-20	-3	104	1	98	8	97
O=C(O)CCSc1nc2ccccc2s1	-1	-4	20	1	93	1	90	13	91
COCc1nnc(NC(=O)c2cccs2)s1	-6	-1	-3	10	102	-1	93	11	88
C/C(=C\C(=O)c1ccc(Br)cc1)Nc1cccc(Cl)c1	5	-2	3	-6	.	-5	.	.	.
CCNC(=O)N(C)c1nncnc1C(=O)NC	2	-5	16	-1	100	4	101	0	102
CC(C)(C)NC(=O)C(c1ccncc1)N(C(=O)c1csnn1)C1CC1 (configuration not stated)	4	-3	22	-4	93	4	92	18	96
COc1cc2nc(N3CCN(C(=O)C4CCCO4)CC3)nc(N)c2cc1OC (configuration not stated)	-20	-7	7	22	95&93	-10	87&84	-2	82&78
N#Cc1c(-c2ccc(Br)cc2)nc2n(c1=O)CCCS2	2	-3	-3	-2	102	-8	92	-4	102
CCC(=O)N(CCc1ccccc1C)Cc1cc2cc3c(cc2[nH]c1=O)OCO3	-10	-5	-7	9	103	0	87	-2	81
New compounds follow:
SMILES	sEH inh	S1P2 ag	S1P2 blocker	sEH activator	Fibroblast inh	LYP act	HUVEC prolif 384	PostGolgi ctrl	H69AR inhibit
Cc1ccc(C2CC(=O)N3CN(c4ccc(Br)cc4)CSC3=C2C#N)o1 (configuration not stated)	-5	1	-12	3	104	-5	77	-1	97
Cc1ccc(S(=O)(=O)C2CCOC2=O)cc1 (configuration not stated)	-11	-5	-10	11	94	-12	89	1	102
Cc1ncc(S(=O)(=O)c2ccccc2)c(-c2ccc(Cl)cc2Cl)n1	-8	-6	3	5	100	9	90	15	94
O=C(CN1CCC(n2nnc3cc(C(F)(F)F)ccc32)CC1)Nc1ccc2c(c1)OCCO2	3	-6	-11	-3	104	-3	81	5	92
CCn1c(=O)c(NC(=O)c2ccccc2)c2n(c1=S)CCCCC2	10	-3	-6	-10	.	-3	.	-4	.
O=C(Cc1cccs1)N/N=C/C(Br)=C/c1ccccc1	24	-4	-4	-23	.	1	.	8	.
COc1ccc(NC(=O)CSc2ncccc2C(=O)OC(C)C)cc1OC	27	3	1	-25	103	6	88	0	98
COc1ccccc1N1CCN(C(=O)c2ccc(Cl)c(S(=O)(=O)NCc3ccco3)c2)CC1	3	-2	-32	-1	68	2	55	6	23*
Cc1ccc(NC(=O)CN2C(=O)S/C(=C\c3ccc(-c4cccc(C(=O)O)c4C)o3)C2=O)cc1	27	0	18	-26	103	-54	84	-3	104
COc1ccc(CNC(=S)Nc2cccc(C)c2C)cc1	-2	-2	8	2	94	1	95	-2	84
COc1ccc(-n2nc(C(=O)NCC(=O)NCC3CCCO3)c3ccccc3c2=O)cc1 (configuration not stated)	1	-3	-12	0	105	3	107	-7	99
CCC1CCCCN1C(=O)CSc1nc2c(cnn2-c2ccc(C)cc2)c(=O)[nH]1 (configuration not stated)	-8	-3	8	10	100	2	78	4	50
C1CNCCOCCNCCN1	2	0	16	-2	106	-7	93	10	108
COc1ccc(CNC(=O)C(C#N)c2nc3ccccc3nc2N2CCCC2)cc1 (configuration not stated)	12	0	3	-10	90	-4	72	3	34*
Cc1cc(C)cc(NC(=O)CCNS(=O)(=O)c2ccc3c(c2)oc(=O)n3C)c1	4	-3	-10	-4	100	14	91	1	93
COC(=O)c1ccc(NS(=O)(=O)c2ccc3c(c2)oc(=O)n3C)cc1	4	.	.	0	102	8	102	25	101
Cc1cc(C2C(C#N)=C(N)OC3=C2C(=O)CC(C)(C)C3)c(C)s1 (configuration not stated)	4	-3	7	-2	100	-2	102	41*	73
CCOc1ccc(N(CC(=O)Nc2nccs2)S(=O)(=O)c2c(C)noc2C)cc1	1	-4	-3	1	91	3	100	13	90
O=C(Nc1ccc(F)cc1F)N1CCN(c2ncccn2)CC1	.	.	.	.	92	.	85	0	95
O=C(CCN1C(=O)c2ccccc2C1=O)OCN1C(=O)c2ccccc2C1=O	2	-2	-9	-1	96	2	96	10	94
C=CCSc1nnc(C)n1-c1ccc(Cl)cc1	9	-5	8	-6	93	4	92	22	98
CCN(CCCNC(=O)COc1cc(=O)n(CC)c2ccccc12)Cc1ccccc1	.	.	.	.	90	.	74	38*	69
Cc1noc(NC(=O)c2ccc(F)cc2)c1C#N	3	-3	26	-1	.	-9	.	4	.
CCOc1ccccc1NC(=O)C1CCC(CNc2c(N3CCOCC3)c(=O)c2=O)CC1 (configuration not stated)	.	.	.	.	100	.	89	1	87
O=C(NC1CCCCC1)N1CCc2[nH]c3ccccc3c2C1	4	-2	18	-3	102	-5	88	-10	72
Cc1ccc(C)c(NC(=O)CS(=O)(=O)c2c[nH]c3ccccc23)c1	.	-8	11	.	92	6	98	29	88
COc1cccc(CN2C(=O)CCC2(C)C(=O)NC2CCCCC2)c1 (configuration not stated)	.	.	.	.	97	.	100	28	87
Cc1cc2nc(C)n3c4ccccc4nc3n2n1	-17	-6	8	18	98	3	97	1	74
C=CCSC1=N/C(=C\c2sccc2C)C(=O)S1	5	-6	14	-6	.	-4	.	3	.
CC(C)C(NC(=O)COc1ccc2ccccc2c1)C(=O)N/N=C/C=C/c1ccccc1 (configuration not stated)	6	-5	-9	-8	.	-4	.	-1	.

Assay outcomes as filed in PubChem BioAssay.
